Assay outcomes (PubChem)
MEKK2 WT-MEK5: raises or lowers MEK5 binding to wildtype human MEKK2 PB1 domain. Q9Y2U5. binding response (% of control), % at 10 µM. 290,000 tested, 1.1% active. bead flow cytometry, Alexa488-MEK5 binding to MEKK2 WT; actives lie on both sides; in the data active means binding response below about 67% or above about 130%
OXTR agonist: agonists of human oxytocin receptor. activation, % at 3 µM. 320,000 tested, 0.32% active. P30559. CHO-OTR cells, Fluo-8 calcium fluorescence; normalized: DMSO 0%, oxytocin 100%. AID 2435;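 active means activation above the mean of all tested compounds plus 3 SD, cutoff set per screening run, cut at about 20% in these data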;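 further: peak over basal fluorescence ratio from a 100 s FLIPR kinetic read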
V1R ag counter: counter-screen for oxytocin receptor agonists: human V1a receptor agonists | P37288 | CHO-V1R cells, Fluo-8 calcium fluorescence, agonist mode; 0% DMSO, 100% 3 nM vasopressin | activation, % at 3 µM | 320,000 tested, 0.25% active | AID 2797;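 active means activation above the mean activation of all tested compounds plus 3 SD, per screening run, cut at about 20% in these data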;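 further: signal is peak over basal fluorescence ratio across a 100 second FLIPR read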
Target sequence (P37288 whole entry, looked up): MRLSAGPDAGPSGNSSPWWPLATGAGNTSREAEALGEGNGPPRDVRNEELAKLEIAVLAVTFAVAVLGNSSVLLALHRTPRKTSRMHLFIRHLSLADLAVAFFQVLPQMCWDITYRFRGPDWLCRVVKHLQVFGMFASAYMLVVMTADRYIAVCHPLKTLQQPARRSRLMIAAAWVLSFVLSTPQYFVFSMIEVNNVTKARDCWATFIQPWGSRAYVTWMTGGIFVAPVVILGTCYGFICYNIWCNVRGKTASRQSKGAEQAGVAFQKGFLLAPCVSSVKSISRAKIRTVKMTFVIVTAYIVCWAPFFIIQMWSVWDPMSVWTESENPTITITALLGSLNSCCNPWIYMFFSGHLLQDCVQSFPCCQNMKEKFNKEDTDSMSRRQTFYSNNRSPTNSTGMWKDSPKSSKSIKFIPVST
GPR7 antag: blocks human GPR7 receptor signaling. inhibition, % at 4.4 µM. GPR7-expressing cells, fluorescence antagonist assay. 290,000 tested, 1.1% active. P48145; in the data active means inhibition above about 16%, passing the limit was not always enough;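 further: cells stimulated with the agonist NPW; 0% = agonist with vehicle and 100% = vehicle without agonist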
Target sequence (P48145 whole entry, looked up): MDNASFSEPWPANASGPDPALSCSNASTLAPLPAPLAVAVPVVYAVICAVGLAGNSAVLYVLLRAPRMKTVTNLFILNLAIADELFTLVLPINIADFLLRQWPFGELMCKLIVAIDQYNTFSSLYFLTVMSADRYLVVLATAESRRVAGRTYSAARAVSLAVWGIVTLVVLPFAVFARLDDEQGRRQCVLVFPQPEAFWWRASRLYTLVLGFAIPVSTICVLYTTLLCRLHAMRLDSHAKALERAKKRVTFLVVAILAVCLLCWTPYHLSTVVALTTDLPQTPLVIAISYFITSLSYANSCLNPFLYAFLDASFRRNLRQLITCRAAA
MEKK2mut PB1 HTS: signal of MEK5 binding to mutant human MEKK2 PB1 domain; bead flow cytometry, Alexa488-MEK5 binding to MEKK2 mutant; percent response, % at 10 µM; 290,000 tested, 0.35% active; AID 1530; in the data active means percent response above about 24%, passing the limit was not always enough; further: inactives centre near 1; some results filed as inactive read as strong as hits; reference of the scale not given here
NALP1 yeast inh: inhibitors of NALP1 inflammasome in yeast | S. cerevisiae NALP1/ASC/caspase-1 growth, X-gal OD620, 72 h | inhibition, % at 10 µM | 280,000 tested, 0.61% active; in the data active means inhibition mostly above about 24%, no sharp cut-off; inactive means mostly below about 32%; further: some compounds called inactive have numbers as strong as hits
PHOSPHO1 block: PHOSPHO1 (human) inhibition; Q8TCT1; 290,000 tested, 1.1% active; inhibition, % at 13.3 µM; recombinant PHOSPHO1, absorbance phosphatase assay; in the data active means inhibition above about 60%
Target sequence (Q8TCT1 whole entry, looked up): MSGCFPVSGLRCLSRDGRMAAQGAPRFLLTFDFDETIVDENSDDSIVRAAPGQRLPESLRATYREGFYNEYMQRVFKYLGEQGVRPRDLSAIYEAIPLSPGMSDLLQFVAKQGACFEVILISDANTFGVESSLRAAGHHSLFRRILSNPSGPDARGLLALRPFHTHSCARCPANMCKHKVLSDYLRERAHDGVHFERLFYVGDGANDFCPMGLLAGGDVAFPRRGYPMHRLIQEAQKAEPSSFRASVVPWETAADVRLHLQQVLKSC
GalR3 antag: blocks the human galanin receptor 3; HEK293 GalR3-CNG cAMP membrane potential fluorescence; galR3 body fused to GalR1 C-terminus; AID 651719; 360,000 tested, 0.44% active; inhibition, % at 3 µM; O60755;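 active means inhibition above the screen-wide average plus 3 SD, cut at about 13% in these data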;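 further: forskolin and galanin both at EC90 stimulate the cells; cAMP rise reported by CNG channel membrane potential dye signal; 0% = forskolin plus galanin with DMSO and 100% = forskolin alone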
MEKK3 PB1 HTS: raises or lowers MEK5 binding to the human MEKK3 PB1 domain; Q99759; bead-based flow cytometry, Alexa488-MEK5 binding to MEKK3; actives lie on both sides; 0 = blocked by unlabeled MEK5, 100 = vehicle; binding response (% of control), % at 10 µM; 290,000 tested, 1.4% active;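 active means binding response more than 3 SD above or below the average of its plate-row segment, actives on both sides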;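 further: Alexa488 bead fluorescence after subtracting the streptavidin-only scavenger bead signal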
* = called active by the depositor; / = no result given. Random draw from the library; about 5.4% have a hit in one of these screens.

smiles | GPR7 antag | OXTR agonist | PHOSPHO1 block | MEKK2 WT-MEK5 | GalR3 antag | V1R ag counter | MEKK2mut PB1 HTS | MEKK3 PB1 HTS | NALP1 yeast inh
Cc1ccc(OCCn2c(=O)oc3ccc(C)cc32)cc1 | -8 | -0.8 | 44 | 98 | -6 | -1.1 | -10 | 94 | -6
O=C(COC(=O)c1ccccc1)Nc1cccc(S(=O)(=O)NC2=NCCCCC2)c1 | 2 | -1.3 | 9 | 102 | 4 | 0.2 | -1 | 99 | 27
CC(NC(=O)C(=O)NCCC1=CCCCC1)c1ccccc1 (configuration not stated) | -3 | -1.6 | -22 | 105 | -3 | -0.5 | 0 | 139* | 7
Cc1cc2c(Nc3cccc(O)c3)ncnc2s1 | -1 | -2.2 | 25 | 104 | -9 | -0.3 | 2 | 95 | 7
CCOc1cc(CNCc2ccccc2)ccc1OCC(=O)NC1CCCCC1 | -1 | / | 27 | 102 | -5 | / | 1 | 102 | 3
N#CC1=C(N)N=C(SCc2ccccc2)C(C(N)=O)C12CCCCC2 (configuration not stated) | -1 | 2.9 | 40 | 99 | -6 | 5.3 | 3 | 108 | /
Cc1ccc(S(=O)(=O)NCc2ccco2)cc1C(N)=O | -10 | 0.3 | 4 | 100 | -2 | 0.1 | 0 | 106 | -16
O=C(CNC(=S)N(Cc1ccccc1)Cc1cccnc1)NCc1ccccc1 | -2 | 1.4 | -3 | 102 | 1 | -0.9 | 1 | 106 | 1
COc1ccc2c(c1)oc(=O)c1cc(OC)ccc12 | -8 | 1.0 | 40 | 75 | 3 | 0.7 | -10 | 86 | 19
CCn1c(=O)cc(SCC(=O)NCCCN2CCN(c3ccccc3F)CC2)c2ccccc21 | 4 | -1.2 | 40 | 116 | / | -0.8 | 3 | 107 | 11
Cc1ccc(CNC(=O)C2CCC(=O)N(CCc3ccc(Cl)cc3)C2)s1 (configuration not stated) | -4 | -1.0 | 32 | 97 | -4 | 0.2 | 2 | 100 | 6
CCOC(=O)CN1N=C(c2ccc(C)cc2)CCC1=O | 1 | -1.7 | 48 | 109 | -11 | 3.2 | 14 | 104 | 12

The closing 2 records of the section before come first, to join the parts:
smiles | GPR7 antag | OXTR agonist | PHOSPHO1 block | MEKK2 WT-MEK5 | GalR3 antag | V1R ag counter | MEKK2mut PB1 HTS | MEKK3 PB1 HTS | NALP1 yeast inh
Cc1ccc(CNC(=O)C2CCC(=O)N(CCc3ccc(Cl)cc3)C2)s1 (configuration not stated) | -4 | -1.0 | 32 | 97 | -4 | 0.2 | 2 | 100 | 6
CCOC(=O)CN1N=C(c2ccc(C)cc2)CCC1=O | 1 | -1.7 | 48 | 109 | -11 | 3.2 | 14 | 104 | 12
CCOc1ccc(/C=N/NC(=O)c2cc3c(OC)cccc3[nH]2)cc1 | -6 | -1.7 | 28 | 103 | -11 | 2.3 | 4 | 103 | 18
O=C(NNS(=O)(=O)c1ccc(Cl)cc1)c1cc(-c2ccccc2)nc2ccccc12 | -12 | -1.1 | -14 | 105 | 3 | 0.7 | 1 | 106 | 11
CCN(Cc1ccccc1)C(=O)C1CCN(S(=O)(=O)c2ccc3c(c2)OCCO3)CC1 | -9 | 1.2 | 10 | 93 | -3 | 3.5 | -9 | 95 | 4
CC(=O)c1cccc(NC(=O)c2ccc3c(c2)CCN3S(=O)(=O)c2ccccc2)c1 | -1 | 0.2 | -2 | 96 | -1 | 4.6 | -5 | 100 | 13
C=CCON1C(=O)c2ccccc2C1=O | -1 | 0.7 | -12 | 108 | -4 | 0.1 | 9 | 107 | 13
COc1ccccc1CNC(=O)CCNS(=O)(=O)c1cccc2nsnc12 | 1 | -1.5 | -4 | 108 | -4 | -0.8 | 6 | 111 | -14
COc1ccc(CC(=O)N(C)CC(=O)Nc2ccccc2SC)cc1 | -5 | 0.8 | 45 | 105 | -6 | -0.2 | 1 | 103 | 1
O=C(CCNC(=O)C1CCN(S(=O)(=O)c2ccccc2)CC1)NCCc1ccc(Cl)cc1 | -5 | -0.4 | -16 | 104 | -2 | 1.3 | -1 | 104 | 4
Cc1ccccc1NC(=O)Cn1c(CCC(=O)O)ccc1-c1cccs1 | -1 | -0.1 | 9 | 96 | -2 | 0.9 | -5 | 95 | 8
COc1ccc(OC)c2nc(-c3ccncc3)ccc12 | -4 | -1.6 | 16 | 103 | -12 | -0.4 | 2 | 100 | 9
OC(c1ccccc1)C(CN1CCOCC1)c1ccccc1 (configuration not stated) | -3 | 0.8 | 20 | 95 | 2 | 1.1 | -20 | 92 | 2
COc1cccc(CN2CCNC(=O)C2CC(=O)N(Cc2cnn(C)c2)C(C)C)c1 (configuration not stated) | 0 | 0.3 | 44 | 90 | -2 | 0.4 | -9 | 97 | 1

(more compounds)
smiles | GPR7 antag | OXTR agonist | PHOSPHO1 block | MEKK2 WT-MEK5 | GalR3 antag | V1R ag counter | MEKK2mut PB1 HTS | MEKK3 PB1 HTS | NALP1 yeast inh
Cc1cc(C)c(C(=O)NCCCN2CCOCC2)c(C)c1 | -1 | 0.7 | 40 | 98 | -6 | -0.1 | -4 | 100 | 21
NC1=NC(=O)/C(=C/c2cccc(-c3ccc(S(N)(=O)=O)cc3)c2)S1 | 4 | -0.7 | 31 | 101 | -1 | 0.6 | -1 | 101 | 4
O=S(=O)(NC1CC1)c1ccc(Cl)cc1F | -6 | -0.2 | 32 | 101 | -11 | -0.1 | 3 | 103 | -7
COCCNC(=O)c1ccc2snnc2c1 | -8 | 0.9 | 8 | 105 | -3 | 0.7 | 5 | 101 | 9
COc1ccc(CCNC(=O)C2CCC(=O)N(CC3CCCCC3)C2)cc1 (configuration not stated) | 1 | / | / | 103 | -4 | / | -3 | 101 | -21
COC(=O)c1ccc(S(=O)(=O)N2C3CCC2CC(NC(=O)NC2CCCCC2)C3)cc1 (configuration not stated) | 0 | 1.6 | 7 | / | 1 | 1.2 | / | / | 15
Cc1cc(C)c[n+](CC(=O)c2ccc(NC(=O)c3ccccc3)cc2)c1 | -6 | 0.1 | 23 | 103 | 0 | 0.8 | 0 | 100 | 6
O=C(COc1ccc(Cl)cc1)Nc1nnc(-c2ccc3c(c2)CCCC3)o1 | -12 | -1.0 | 10 | 111 | -4 | -0.2 | 5 | 104 | 4
O=C(Nc1ccc2oc(=O)ccc2c1)c1ccc(-c2ccccc2[N+](=O)[O-])o1 | 5 | 0.6 | 24 | 106 | -4 | 3.3 | 4 | 110 | 3
COc1ccc(C2c3c(oc4ccccc4c3=O)C(=O)N2Cc2ccncc2)cc1 (configuration not stated) | -6 | / | -25 | 104 | / | / | 3 | 102 | 10
CCC(OC(=O)c1cc2sccc2n1C)C(=O)NCc1ccco1 (configuration not stated) | -1 | -1.9 | 3 | 106 | -7 | -0.3 | 4 | 105 | -1
Clc1ccc(-n2ncc3c(NCCCn4ccnc4)ncnc32)cc1 | -6 | 2.6 | 9 | 109 | -5 | 3.0 | 2 | 99 | -1

New compounds follow.
smiles | GPR7 antag | OXTR agonist | PHOSPHO1 block | MEKK2 WT-MEK5 | GalR3 antag | V1R ag counter | MEKK2mut PB1 HTS | MEKK3 PB1 HTS | NALP1 yeast inh
CS(=O)(=O)N(CC(=O)NC1CCCCCC1)Cc1ccccc1 | -11 | 1.2 | 26 | 102 | -13 | -0.6 | 4 | 100 | 25
COC(=O)C(Cc1ccc(O)cc1)NC(=O)C(C)NC(=O)c1ccc(C(C)(C)C)cc1 (configuration not stated) | -25 | 0.6 | 27 | 95 | -6 | 0.7 | 0 | 98 | 11
CCOC(=O)N/N=C\c1ccc(OC(=O)c2ccc3c(c2)OCO3)cc1 | -6 | 0.7 | -15 | 104 | -3 | 0.3 | -2 | 113 | 6
COCCN(Cc1nc(-c2ccc(C(F)(F)F)cc2)no1)C(C)C | -10 | 0.2 | 32 | 99 | -1 | 0.5 | -1 | 102 | -14
O=C(CSc1nnc(-c2ccccn2)o1)Nc1ccccc1 | -12 | 0.7 | 24 | 89 | -6 | 0.2 | -7 | 96 | -11
CCC(c1nnnn1C(C)(C)C)N1CCN(Cc2ccccc2OC)CC1 (configuration not stated) | 3 | 0.2 | 43 | 94 | -1 | -0.9 | -2 | 95 | 2
O=C(Cc1ccc(Br)cc1)N1CCN(c2ccccc2O)CC1 | 8 | 6.8 | 10 | 106 | -3 | 6.2 | 8 | 102 | 0
Cc1ccccc1N1CC(C(=O)Nc2nnc(SCc3cccnc3)s2)CC1=O (configuration not stated) | -5 | 0.2 | 14 | 108 | -3 | -0.1 | 10 | 108 | -10
O=C(O)c1cc(NC(=O)c2cccc(F)c2)cc(NC(=O)c2cccc(F)c2)c1 | -7 | 0.0 | -6 | 103 | -4 | 0.7 | 0 | 103 | 12
CN(C)C(=O)c1cc(C(=O)c2ccccc2)c[nH]1 | 0 | 1.2 | 29 | 106 | -2 | 0.9 | 10 | 105 | 4
CC(OC(=O)c1ccc2ccccc2n1)C(=O)c1ccccc1 (configuration not stated) | -1 | -0.3 | -3 | 91 | -6 | -0.8 | -8 | 97 | 11
Cc1cccc(Cn2c(N3CCc4ccccc4C3)nc3c2c(=O)[nH]c(=O)n3C)c1 | 13 | -0.5 | 6 | 101 | 0 | -0.5 | 8 | 102 | 0

Other entries follow.
smiles | GPR7 antag | OXTR agonist | PHOSPHO1 block | MEKK2 WT-MEK5 | GalR3 antag | V1R ag counter | MEKK2mut PB1 HTS | MEKK3 PB1 HTS | NALP1 yeast inh
O=C1CCCC(=O)C1Sc1ccc(Cl)cc1 | -8 | -0.1 | 53 | 99 | -2 | 0.1 | -6 | 103 | 0
CN1CCCC2(CCCN(Cc3nc(Cc4cccc(C(F)(F)F)c4)no3)C2)C1 (configuration not stated) | -19 | 0.2 | 44 | 127 | -3 | 1.3 | 24 | 109 | -22
CC1(C)CC(NC(=O)c2ccccc2F)CC(C)(C)N1 | -11 | 1.6 | 59 | 104 | -3 | 0.5 | 10 | 104 | 12
O=C(CCN1C(=O)/C(=C/c2ccccc2Cl)SC1=S)Nc1ccccc1C(=O)O | 15 | 1.6 | 16 | 104 | -8 | 0.2 | 4 | 105 | -4
O=C(c1ccc(Cl)cc1)n1cnc2ccccc21 | -22 | 0.4 | 29 | 106 | -9 | 1.6 | 10 | 105 | 6
COc1cc(/C=N\NC(=O)c2sc(N)nc2C)cc(OC)c1OC | -1 | 2.0 | 14 | 110 | 0 | 1.0 | 1 | 105 | -2
Cc1nc(N2CCOCC2)nc(Oc2ccccc2)c1[N+](=O)[O-] | -4 | -2.8 | -3 | 99 | -3 | -1.3 | 3 | 98 | 3
O=[N+]([O-])c1ccc(CSc2nc3ccccc3o2)cc1 | -7 | -1.0 | 16 | 91 | -3 | -1.1 | -5 | 94 | 15
CCOc1ccccc1-c1nn2c(Cc3ccccc3)nnc2s1 | 1 | -1.0 | 29 | 82 | -4 | -0.6 | -2 | 79 | 4
O=C(c1ccc(N2CCOCC2)nc1)N1CCOCC1 | -10 | 0.0 | 6 | 99 | -8 | 0.2 | 4 | 104 | 18
Cc1cc(C)c2c(NC(=S)NC(=O)c3ccccc3)nn(C)c2n1 | 1 | -0.4 | 40 | 97 | -2 | 0.9 | 0 | 98 | -10
Cc1ccc(NC2CCCN(C(=O)CCN3CCCCO3)C2)cc1C (configuration not stated) | -3 | 0.4 | 36 | 97 | 1 | 1.0 | 2 | 99 | 0
COc1c(O)cc2oc(-c3ccc(O)cc3)cc(=O)c2c1O | / | -1.9 | 13 | 102 | -5 | -0.6 | 0 | 92 | 7
COc1cc(/C=N/N(C)C)cc(Br)c1O | -13 | -0.7 | 24 | 93 | -4 | 0.4 | -8 | 93 | -12
CCOC(=O)CNC(=O)c1cnc(Nc2ccccc2OC)c2ccccc12 | -15 | -0.8 | 42 | 110 | 0 | 0.5 | 6 | 104 | -14
